# Screening data deposited in PubChem BioAssay by several laboratories.
# Bcl-xL primary = inhibitors of human Bcl-xL, primary screen, biochemical, fluorescence polarization, HTS; 0.7% of 320,000 active; GST-Bcl-xL / FITC-Bim BH3 peptide fluorescence polarization; Bcl-2-like protein 1 (Homo sapiens), Q07817; inhibition, % at 10.9 µM;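 active means inhibition above the mean of all tested compounds plus 3 SD, cutoff set per campaign, cut at about 30% in these data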;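 further: 0% = DMSO wells and 100% = unlabeled Bim-BH3 peptide competitor; inhibitors lower millipolarization by displacing the labeled peptide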
# PME-1 primary = PME-1 inhibitors via competitive probe labeling, primary screen, biochemical, fluorescence polarization, FP-Rh probe, HTS | inhibition, % at 5.9 µM | recombinant PME-1 | 0.53% of 320,000 active | Protein phosphatase methylesterase 1 (Homo sapiens), Q9Y570;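 active means inhibition above the campaign mean of all compounds plus 3 SD, cut at about 26% in these data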;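 further: competitive labeling of PME-1 active site by serine hydrolase directed probe; 0% = PME-1 with DMSO and 100% = wells lacking PME-1 enzyme; inhibitors block probe labeling so polarization falls and inhibition rises; many of its hits are not listed in these tables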
# Fam108B counter = mouse Fam108B serine hydrolase inhibitors, primary screen, counter-screen for RBBP9 inhibitor project, biochemical, fluorescence polarization. recombinant Fam108B, FP-Rh probe fluorescence polarization. inhibition, % at 9.51 µM. 0.33% of 300,000 active. AID 1947, 2009;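 active means inhibition above the screen mean inhibition plus 3 SD, computed separately per campaign, cut at about 18% in these data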;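 further: inhibitors lower polarization as less probe binds the enzyme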
# PAFAH1B2 FP inh = PAFAH1B2 enzyme inhibitors, primary screen, biochemical, fluorescence polarization, human. Platelet-activating factor acetylhydrolase IB subunit alpha2 (Homo sapiens), P68402. recombinant PAFAH1B2, FP-rhodamine activity probe. inhibition, % at 3.39 µM. 1.2% of 340,000 active. AID 492953, 2010;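 active means inhibition above the mean of all tested compounds plus 3 SD, cut at about 24% in these data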;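 further: 0% = enzyme with DMSO and 100% = wells lacking PAFAH1B2; many of its hits are not listed in these tables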
# pPAFAH FP inh = pPAFAH enzyme inhibitors, primary screen, biochemical, fluorescence polarization, human; inhibition, % at 3.39 µM; recombinant pPAFAH, FP-rhodamine probe fluorescence polarization; 1.5% of 330,000 active; Platelet-activating factor acetylhydrolase (Homo sapiens), Q13093;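 active means inhibition above the mean inhibition across the screen plus 3 SD, cut at about 25% in these data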;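 further: inhibitors block binding of the rhodamine activity-based probe so polarization drops; 0% = enzyme with DMSO and 100% = wells lacking pPAFAH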
# Target sequence (Q13093 whole entry, looked up): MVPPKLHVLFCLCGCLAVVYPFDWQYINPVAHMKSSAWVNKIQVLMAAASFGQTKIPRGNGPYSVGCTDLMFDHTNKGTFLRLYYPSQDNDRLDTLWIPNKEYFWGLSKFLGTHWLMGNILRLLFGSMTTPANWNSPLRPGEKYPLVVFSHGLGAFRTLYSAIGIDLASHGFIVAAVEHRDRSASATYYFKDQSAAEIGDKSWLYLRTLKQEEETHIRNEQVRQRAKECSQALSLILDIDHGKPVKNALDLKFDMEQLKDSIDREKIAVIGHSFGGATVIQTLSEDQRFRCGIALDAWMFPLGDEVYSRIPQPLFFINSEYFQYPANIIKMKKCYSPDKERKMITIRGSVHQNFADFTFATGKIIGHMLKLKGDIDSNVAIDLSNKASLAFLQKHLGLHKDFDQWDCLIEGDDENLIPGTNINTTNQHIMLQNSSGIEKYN
# GLD-1 RNA inh = GLD-1/TGE RNA complex disruptors, primary screen, biochemical, fluorescence polarization; 0.44% of 320,000 active; inhibition, % at 5.96 µM; AID 2280, 2010; purified GLD-1 + fluorescein TGE RNA; Female germline-specific tumor suppressor gld-1 (Caenorhabditis elegans), Q17339;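 active means percent inhibition above a per-plate cutoff, the plate mean of test compounds plus 3 SD, cut at about 30% in these data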;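 further: 0% = DMSO wells with GLD-1 and probe and 100% = wells lacking GLD-1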
# MCL1 BIM primary = inhibitors of MCL1 binding to BIM-BH3, primary screen, biochemical, fluorescence polarization. 0.68% of 320,000 active. inhibition, % at 10.9 µM. GST-MCL1 / FITC-Bim-BH3 fluorescence polarization;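 active means inhibition above the mean inhibition of all tested compounds plus 3 SD, set per campaign, cut at about 40% in these data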;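 further: 0% = DMSO wells and 100% = unlabeled Bim-BH3 peptide control; higher means more loss of mP so more displacement of Bim peptide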
# MEX-5 binding = MEX-5 zinc finger RNA-binding disruptors – biochemical, C. elegans, fluorescence polarization, MLPCN library, primary screen; AID 1832, 2009; activity score (negative = inhibition of binding), % at 10 µM; Zinc finger protein mex-5 (Caenorhabditis elegans), Q9XUB2; MEX-5/FITC-TCR2 RNA binding; hits give low values; 0.38% of 300,000 active;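 active means inhibition past about -25% in most replicates, and total fluorescence under double the plate's negative control median, limit read from the data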;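 further: 0% = DMSO and -100% = 5 µM competing unlabeled TCR2 RNA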
# Target sequence (Q9XUB2 whole entry, looked up): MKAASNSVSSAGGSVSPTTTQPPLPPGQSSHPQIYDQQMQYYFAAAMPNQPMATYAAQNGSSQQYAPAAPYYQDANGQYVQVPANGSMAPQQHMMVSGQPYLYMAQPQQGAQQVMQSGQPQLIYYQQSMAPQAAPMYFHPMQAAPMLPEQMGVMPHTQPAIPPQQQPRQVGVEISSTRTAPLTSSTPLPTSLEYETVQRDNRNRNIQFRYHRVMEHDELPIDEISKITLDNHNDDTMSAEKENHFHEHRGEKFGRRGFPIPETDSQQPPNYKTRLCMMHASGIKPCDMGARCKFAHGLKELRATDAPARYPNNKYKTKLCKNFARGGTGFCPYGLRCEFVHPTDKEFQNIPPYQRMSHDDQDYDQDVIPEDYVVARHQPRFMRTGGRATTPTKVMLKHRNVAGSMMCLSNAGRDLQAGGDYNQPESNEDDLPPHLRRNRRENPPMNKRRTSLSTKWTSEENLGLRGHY
# AHR activator = AHR activators, primary screen, cell-based, luminescence, luciferase reporter, human. Aryl hydrocarbon receptor (Homo sapiens), P35869. 2.5% of 320,000 active. activation, % at 5 µM. AHR-responsive luciferase reporter cells; in the data active means activation above about 47%;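 further: 0% = vehicle wells and 100% = reference agonist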
# Starred values were filed as active, the others as inactive; nt = not tested or not shown.
SMILES,Bcl-xL primary,PME-1 primary,Fam108B counter,PAFAH1B2 FP inh,pPAFAH FP inh,GLD-1 RNA inh,MCL1 BIM primary,MEX-5 binding,AHR activator
CC(=O)N1c2ccc(S(=O)(=O)N3CCC(C(=O)Nc4cccc(Cl)c4)CC3)cc2CC1C (configuration not stated),0,-3,0,2,39*,3,3,-12,7
O=C(Cn1cnc2c(nnn2-c2cccc(F)c2)c1=O)Nc1ccc2c(c1)OCCO2,6,-1,-6,-8,0,0,2,1.6,-2
Cc1ccc(OCC(=O)NNC(=O)c2cc3ccccc3o2)cc1,4,-6,-3,3,2,3,7,1.0,6
c1ccc(-c2csc(=Nc3cccnc3)n2CC2CCCO2)cc1 (configuration not stated),1,5,-5,1,3,5,2,2.5,80*
Cc1cc(C)n(-c2ccc(C(=O)Nc3ccc4c(c3)OCO4)cc2)n1,4,1,1,-2,6,-2,6,0.4,-6
COc1ccc(C)cc1NC(=O)C(NCC1CCCO1)c1ccccc1 (configuration not stated),3,3,1,5,-3,4,1,2.1,9
C[C@@]12C(=O)N(Cc3ccccc3)CC(=O)N1[C@H]1c3cc(Cl)ccc3OC[C@@H]1[C@@H]2c1ccccc1,-2,-11,nt,5,-5,-1,-7,nt,0
Cc1ccc(NC(=O)COC(=O)[C@@H]2CC(O)CN2S(=O)(=O)c2ccc3c(c2)OCCO3)cc1 (some centres not stated),nt,nt,nt,-1,-1,1,nt,nt,3
CCc1ccc2c(c1)C(c1ccncc1)=NNC(c1ccccc1)=N2,3,-3,-2,5,9,-2,7,0.3,6
O=C(Nc1cccc2c1C(=O)NC2=O)c1cccnc1Cl,2,5,2,-2,-3,-5,4,2.3,-8
COc1ccc(C(=O)CC(=O)C(=O)Nc2cccc(C(C)=O)c2)cc1,-2,0,4,4,1,-5,7,1.2,3
CSCCC(NC(=O)c1ccco1)C(=O)NCC1CCCCC1 (configuration not stated),4,0,nt,-1,-2,-3,3,nt,0
CCN(C(=O)COC(=O)CSc1ccccc1)c1c(N)n(Cc2ccccc2)c(=O)[nH]c1=O,2,-7,0,6,20,-5,-5,2.6,2
CC1CCCN(C2=C(NS(=O)(=O)c3ccc(Br)cc3)C(=O)c3ccccc3C2=O)C1 (configuration not stated),-1,-4,1,11,6,-2,-5,-1.2,18
O=C(c1ccco1)N1CCN(S(=O)(=O)/C=C/c2ccccc2)CC1,4,-2,1,0,2,3,-2,5.4,1
CC(=O)Nc1ccc(NC(C)=O)s1,9,0,-3,2,0,9,6,-4.7,-1
COc1cccc(OC)c1NC(=O)Cn1nc(-c2ccc3c(c2)OCCO3)ccc1=O,8,2,-2,-3,3,4,4,0.9,3
Cc1cc(Br)ccc1OCc1nc(-c2cccnc2)no1,-4,-5,1,5,7,-3,-9,2.7,2
CCOC(=O)c1c(NC(=O)CSc2nncs2)sc(C)c1C,-3,3,-3,6,3,0,2,-1.0,0
COc1cc(C(=O)Nc2ccc3c(c2)OCO3)ccc1-n1cnnn1,6,2,-7,-1,-1,11,5,-1.0,38
CN(C)/C=C/C(=O)c1ccc([N+](=O)[O-])c(CS(=O)(=O)c2ccc(Cl)cc2)c1,3,12,1,7,11,5,-1,1.0,1
Cc1noc(C)c1CSc1nnc(-c2ccccc2)n1Cc1ccco1,-10,-4,-2,2,-2,2,-16,-2.3,5
O=C(NNC1CC(=O)N(c2ccccc2)C1=O)c1ccc(COc2ccccc2Cl)o1 (configuration not stated),3,0,-3,5,13,-1,0,-2.8,11
Cc1csc(NC(=O)CSc2nc3nc(C)cc(C)n3n2)n1,4,6,nt,3,4,2,7,nt,24
Cn1cnc(S(=O)(=O)N2CCN(c3ccc(Cl)cc3)CC2)c1,0,-6,2,28*,0,3,2,6.6,1
COc1ccc(C(=O)CN2C(=O)c3ccccc3S2(=O)=O)cc1,7,-4,2,nt,-2,6,6,0.8,-9
CCn1cc(CCC(=O)NCCN2CCOCC2)c2ccccc21,29,-4,5,1,3,1,5,1.9,4
O=C(CCl)NN1C(=O)NC(c2ccccc2)(c2ccccc2)C1=O,1,6,4,0,5,-3,5,0.9,1
Cc1cc(C(=O)N/N=C/c2cc(Br)c(Br)o2)n[nH]1,15,-4,6,2,7,4,26,-10,-4
COCCCN(C(=O)Cc1coc2cc(C)c(C)cc12)c1c(N)n(Cc2ccccc2)c(=O)[nH]c1=O,-6,1,3,-4,6,5,-9,2.9,2
COc1ccc(NC(=O)N2CCCC(C(=O)Nc3cccc(C)c3C)C2)cc1 (configuration not stated),4,-3,3,0,1,6,7,-0.9,0
Cc1nn(CCOc2ccccc2)c(=O)n1-c1ccc(F)cc1,2,-2,-2,0,-1,7,2,-1.1,4
CC1CCC/C(=N/Nc2nc3ccccc3s2)C1 (configuration not stated),-2,4,-1,7,3,3,-1,-1.5,62*
Cc1ccc(NC(=O)CC2NCCNC2=O)cc1Cl (configuration not stated),0,0,6,3,8,-2,-4,2.6,7
CCCCC/C=C/C1=CC(=O)C[C@H](c2ccc(OC)cc2)C1,-2,-1,nt,0,-3,4,-1,nt,1
CCCCC(=O)NCCNC(=O)c1cc(OCC(F)(F)F)ccc1OCC(F)(F)F,-5,1,4,5,1,-2,-3,1.1,0
COc1cc2cc(CN(CCN3CCCC3)C(=O)Nc3ccccc3Cl)c(=O)[nH]c2cc1OC,9,-1,-1,-3,4,-7,2,nt,-1
Cc1ccc2c(c1)c1c3n2CCCNC3CCC1 (configuration not stated),2,-4,-2,-1,0,-9,-2,-2.7,2
CC(C)(C)CC(C)(C)NCC(O)COc1ccc2c(c1)CCC2 (configuration not stated),-2,0,-1,2,0,-12,0,-2.1,2
O=C1Nc2ccccc2C1=Nc1ccc(Br)cc1,10,-1,-2,3,2,-3,5,1.6,3
Nn1c(Cc2ccccc2)nc2ccccc2c1=O,4,4,-2,2,0,7,-1,-1.2,1
Cc1cccc(C)c1NC(=O)C1CCCN1S(=O)(=O)c1ccccc1 (configuration not stated),0,1,2,4,1,-6,-5,-1.3,-1
CNC(=O)C1CC(=O)N(c2ccc(OCC(=O)Nc3ccc(OC)cc3)cc2)C1 (configuration not stated),-1,3,nt,3,3,1,2,nt,-2
CCOC(=O)C1=C(CS(=O)(=O)c2ccc(F)cc2)NC(=O)NC1c1cc(OC)c(O)c(OC)c1 (configuration not stated),-2,-6,-2,6,4,6,0,2.7,4
Cc1ccccc1NC1=C(C(=O)c2ccccc2)N(C)S(=O)(=O)c2ccccc21,0,-7,-1,4,3,6,0,2.3,2
Cc1cc(OC(C)C(=O)NCC(O)c2ccccc2)c2c(C)cc(=O)oc2c1 (configuration not stated),-4,6,-2,0,-3,1,-7,1.1,2
NC(=O)CC(NC(=O)c1ccccc1)c1ccc(NCc2ccc(F)cc2)c([N+](=O)[O-])c1 (configuration not stated),4,-2,2,4,3,0,4,0.4,-2
COc1ccccc1C(=O)COC(=O)c1ccc(Cl)nc1,2,-2,nt,3,-2,-2,-2,nt,3
Clc1ccc(-c2cc3ccccc3nc2N2CCCC2)cc1,1,-5,-1,4,-7,-3,1,-0.4,42
CCCCCC(=O)Nc1ccc(S(=O)(=O)Nc2ccc(Cl)nn2)cc1,2,6,3,2,2,-5,3,0.6,-1
CCCCN(C)C(=O)CCCCn1c(=O)[nH]c2cc(OCC)c(OCC)cc2c1=O,-14,-2,-4,2,-7,-4,-22,-3.1,21
C=CCn1c(SCC(=O)NC2CCCC2)nnc1-c1ccncc1,6,0,0,-4,-4,11,7,0.0,4
CCOC(=O)c1sc(-c2ccccc2)cc1NC(=O)c1ccc(S(=O)(=O)N(CCOC)CCOC)cc1,-1,-7,2,3,-3,7,2,1.6,0
O=C(Nc1ccc2oc(-c3ccccc3)nc2c1)C1CCCO1 (configuration not stated),-1,-1,-1,0,14,1,2,-1.3,15
Cc1ccc(C)c(NC(=O)C2=CCN(S(=O)(=O)c3ccc(F)cc3)CC2)c1,4,-5,-2,2,5,-4,4,0.9,-2
CCOc1ccc(CCNC(=O)COC(=O)COc2ccc(C(=O)CC)cc2)cc1OCC,-1,-3,3,4,13,0,-17,2.8,2
CCN(Cc1ccccc1)C(=O)CSc1nc(C)cc(C)c1C#N,4,5,4,4,4,8,3,-1.0,3

# Only part of the results is shown, so the mix of outcomes need not match the whole.
